CHT PAM = allosteric activators of human choline transporter CHT; 310,000 compounds, 0.49% hits; B-score at 10 µM; CHT-expressing cells, membrane potential dye, choline EC20; hits give high values; LV-AA mutant CHT in HEK293 cells;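 active = initial fluorescence not abnormally high and integrated response B-score, plate-corrected, over 3 SD above library mean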
Target sequence (Q9GZV3 whole entry, looked up): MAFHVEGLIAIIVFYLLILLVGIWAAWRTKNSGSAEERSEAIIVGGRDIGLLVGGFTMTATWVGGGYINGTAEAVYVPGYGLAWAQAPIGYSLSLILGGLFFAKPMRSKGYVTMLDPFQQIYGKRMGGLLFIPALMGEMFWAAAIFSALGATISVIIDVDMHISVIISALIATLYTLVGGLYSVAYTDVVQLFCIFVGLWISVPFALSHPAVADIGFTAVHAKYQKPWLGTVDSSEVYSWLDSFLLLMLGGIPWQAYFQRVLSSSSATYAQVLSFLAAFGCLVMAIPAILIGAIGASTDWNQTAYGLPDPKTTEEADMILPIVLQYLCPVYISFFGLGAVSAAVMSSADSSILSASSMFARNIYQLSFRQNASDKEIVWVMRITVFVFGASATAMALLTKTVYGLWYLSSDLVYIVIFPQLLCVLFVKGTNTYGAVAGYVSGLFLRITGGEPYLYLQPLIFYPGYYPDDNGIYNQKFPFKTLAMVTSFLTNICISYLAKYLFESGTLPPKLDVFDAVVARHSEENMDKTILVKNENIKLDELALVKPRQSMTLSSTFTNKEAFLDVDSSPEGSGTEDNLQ
OX1R antag = antagonists of human orexin 1 receptor; 330,000 compounds, 0.43% hits; inhibition, % at 5 µM; AID 434989; CHO/OX1R cells, Fluo-8 calcium fluorescence, orexin A;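 active = inhibition above its plate's threshold, mean inhibition of all tested compounds on the plate plus 3 SD, cut at about 37% in these data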;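 note: 0% = orexin A challenge wells and 100% = SB-334867-A antagonist wells; not every result past the cut was called active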
Target sequence (O43613 whole entry, looked up): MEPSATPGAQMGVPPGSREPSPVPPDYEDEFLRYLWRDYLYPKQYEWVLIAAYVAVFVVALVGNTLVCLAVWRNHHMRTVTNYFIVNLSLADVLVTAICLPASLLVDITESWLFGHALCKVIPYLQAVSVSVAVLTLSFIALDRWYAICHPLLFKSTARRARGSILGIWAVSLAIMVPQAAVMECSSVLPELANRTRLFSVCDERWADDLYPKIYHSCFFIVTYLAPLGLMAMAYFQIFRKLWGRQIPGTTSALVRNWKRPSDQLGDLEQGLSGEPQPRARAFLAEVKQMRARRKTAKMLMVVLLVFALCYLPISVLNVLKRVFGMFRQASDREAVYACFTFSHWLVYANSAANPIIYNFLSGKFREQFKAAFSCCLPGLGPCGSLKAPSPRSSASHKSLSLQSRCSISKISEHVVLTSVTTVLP
* marks the source's active call; other numbers are inactive results; i = inactive; . = not tested or not shown.

SMILES	CHT PAM	OX1R antag
Nc1nc(-c2cc3c(cc2Cl)OCCO3)cs1	i	-10
COc1ccc(C(=O)NNC(=O)CSc2nnc(C3CC3)n2C)cc1	i	-3
O=S(=O)(NC1=NCCCCC1)c1cccs1	i	-4
Fc1ccc(NC(=S)Nc2cccnc2)c(F)c1F	i	10
CCOC(=O)/C(=C/c1ccc(Cl)cc1)NC(=O)c1ccco1	i	-3
Cc1ccc(NS(=O)(=O)c2cccc(C(=O)N(C)Cc3cccs3)c2)cc1	i	-17
Clc1nc2nc3n(c2nc1Cl)CCC3	i	1
CCn1c(CC(=O)Nc2ccc(C)cc2)nnc1SCC(=O)N1CCOCC1	i	-5
O=C(Nc1c(Cl)cccc1Cl)c1cc(=O)n(Cc2ccccc2)c(=O)[nH]1	i	-6
Cc1nn(C)c(C)c1NC(=O)COc1ccc(Cl)cc1Br	.	-13
Cc1cccc(OCCOC(=O)C2CCN(S(=O)(=O)c3ccc(C)c(C)c3)CC2)c1	i	-20
O=C(N/C(=N\O)c1ccccc1)Nc1ccc(Cl)cc1	i	2
NS(=O)(=O)c1ccc(NC(=O)Nc2ccc(C(F)(F)F)cc2)cc1	i	-3
COc1ccc(NC(=O)c2ccc(COCC(F)(F)F)cc2)cc1OC	i	-14
Cc1ccc(CN2CC[C@H]3C=CCc4cccc(c43)C2)cc1	.	-27
O=C(N/N=C/c1ccc(Cl)s1)c1ccccc1[N+](=O)[O-]	i	-24
Cc1nc(NC(=O)c2ccccc2)sc1-c1csc(Nc2cccc(Cl)c2)n1	i	-6
O=C(c1ccco1)c1coc2c1cc(O)c1ccccc12	i	-12
CC(=O)Nc1ccc(NC(=O)C(C)OC(=O)CC2CCCC2)cc1 (stereo not drawn)	i	-29
COc1cc(C)ccc1OCCOCCOc1cccc2ccc(C)nc12	i	-8

A draw from above in order of formula weight, low to high.
SMILES	CHT PAM	OX1R antag
CC(=O)Nc1ccc(NC(=O)C(C)OC(=O)CC2CCCC2)cc1 (stereo not drawn)	i	-29
NS(=O)(=O)c1ccc(NC(=O)Nc2ccc(C(F)(F)F)cc2)cc1	i	-3
O=C(Nc1c(Cl)cccc1Cl)c1cc(=O)n(Cc2ccccc2)c(=O)[nH]1	i	-6

New compounds follow
SMILES	CHT PAM	OX1R antag
Cc1cccc2nc3c(nc12)CCCC3	i	-18
CSc1nc2ccc(S(=O)(=O)Nc3c(C)n(C)n(-c4ccccc4)c3=O)cc2s1	i	-19
O=C(Oc1cccnc1)c1cc2ccccc2oc1=O	i	-3
COc1ccc(NC(=O)c2ccc(NC(=O)c3ccco3)cc2)c(OC)c1	i	-36
CC(=O)c1c(C)[nH]c(C(=O)COC(=O)c2ccc3c(=O)n4c(nc3c2)CCC4)c1C	i	0
COc1ccc(N2CC(C(=O)OCC(=O)NCc3ccccc3)CC2=O)cc1 (stereo not drawn)	i	-12
COc1ccc(OC)c(NC2c3ccccc3C(=O)N2c2cccnc2)c1 (stereo not drawn)	i	-32
O=C(O)c1ccc(NC(CSCc2cccc(F)c2)C(=O)O)c([N+](=O)[O-])c1 (stereo not drawn)	i	3
O=C(COC(=O)c1ccc(-c2ccc([N+](=O)[O-])cc2)o1)NC(=O)NC12CC3CC(CC(C3)C1)C2	i	-9
c1csc(-c2nnc(COc3ncnc4sccc34)o2)c1	i	-6
CC(C(=O)N1CCCC1)N(c1ccccc1)S(C)(=O)=O (stereo not drawn)	i	-2
C=CCOc1nc2c(c(=O)n(C)c(=O)n2C)n1Cc1ccccc1	i	-14
CCOC(=O)c1[nH]c2ccccc2c1NC(=O)C(C)(C)C	i	-14
COc1ccc(Nc2ccnc(Nc3ccc(OC)cc3)n2)cc1	i	-7
C=CCn1cccc(C(=O)Nc2ccc(C)cc2)c1=O	i	-53
O=C(CSc1nnc(-c2ccccc2)o1)N1CCc2ccccc2C1	i	-7
O=C(NN1C(=O)NC2(CCCCC2)C1=O)c1ccc(Cl)c(Cl)c1	.	-14
CCn1c(/C=C/c2ccc(O)cc2)nc2ccccc2c1=O	i	-26
COc1ccc(OC)c(NC(=O)CN(C)S(=O)(=O)c2ccc3nc(C)sc3c2)c1	i	-40
CCc1ccc(CN(C)C(=O)c2cc(=O)c3ccccc3o2)cc1	i	-26
CNc1nc(-c2ccccc2)nc(-c2ccc(OC)cc2)c1C#N	i	-2
NNC(=O)c1ccc(Cl)cc1Cl	i	-27
O=C(c1ccc([N+](=O)[O-])cc1)N1CCC(n2nnc3cc(F)ccc32)CC1	i	9
Cc1nnc(SCC(=O)Nc2ncc(Cl)cc2Cl)n1Cc1ccccc1	i	-24
CCOC(=O)[C@H]1[C@H]2COc3ccc(Br)cc3[C@@H]2N2C(=O)CN(Cc3ccc(Cl)cc3)C(=O)[C@@]12C	.	-7
CCOc1ccccc1CNC(=O)c1ccccc1NC(=O)C1=CSCCO1	i	-20
O=C(/C=C/c1ccco1)N1CCC(Cc2ccccc2)CC1	i	-8
Cc1cc([N+](=O)[O-])ccc1NC(=O)Nc1ccc(F)cc1F	i	14
Cc1ccc(-c2nnc(SCc3ccccc3F)o2)cc1	i	-25
Cc1ccc(OCc2nnc(SCC(=O)N3CCc4ccccc43)n2C)cc1	i	-1
COc1ccc2c(COC(=O)CNS(=O)(=O)c3ccccc3)cc(=O)oc2c1	.	-17
CN(C)CCCN(C(=O)c1ccc(S(=O)(=O)N(C)C)cc1)c1nc2ccc(F)cc2s1	i	-7
S=C(NC1CC1)N1CCCc2ccccc21	i	-18
CCOC(CNC(=O)c1ccc2c(c1)ncn2-c1ccccc1OC)OCC	i	10
CCOC(=O)C1=C(COC(=O)/C=C/c2ccc(SC)cc2)NC(=O)NC1C (stereo not drawn)	i	-28
COC(=O)c1sc(NC(=S)NC(=O)c2ccc(C)cc2)nc1C	i	-14
CC(C)CCN1CCN(Cc2cccc3cccnc23)CC1CCO (stereo not drawn)	i	-24
CC(=O)c1cccc(NC(=O)C(C)OC(=O)C2=NNC(=O)CC2)c1 (stereo not drawn)	.	-13
CCOC(=O)/C=C/C(=O)Nc1ccc(-c2nnc3n2CCCCC3)cc1	i	-10
Cc1c(C(=O)c2ccccc2)c2ccccn2c1CCc1ccccn1	i	-19
Cc1ccccc1NC(=O)CSc1ccc(-c2ccco2)nn1	i	-17
O=C(NCCc1ccc(Cl)cc1)c1cccs1	i	-10
Cc1cccc(NC(=O)C2CCN(S(=O)(=O)c3cccs3)CC2)c1	i	-24
Cc1cc2oc(C(=O)N(Cc3ccccc3)C3CCS(=O)(=O)C3)c(C)c2cc1C (stereo not drawn)	i	-38
CC1CCN(c2nc(-c3ccc(F)cc3)cc(C(F)(F)F)n2)CC1	i	13
CN(C)CCNC(=O)C(C(=O)c1ccc(F)cc1)n1ccccc1=O (stereo not drawn)	i	-4
O=C(CCl)Nc1c(C(=O)Nc2ccc3c(c2)OCCO3)oc2ccccc12	i	-6
CCC(=O)Nc1ccc(C(=O)CSc2nnc(-c3cccnc3)o2)cc1	i	-18
Cc1ccccc1NC(=O)CN1CCN(C)CC1	i	-15
Cc1ccc(-c2csc3ncnc(N4CCN(C(=O)c5ccccc5)CC4)c23)cc1	i	-22
C=CC[C@H](CC(=O)N[C@H](CO)Cc1ccccc1)C(=O)N[C@H](COC(=O)[C@H](CC=C)CC(=O)OC(C)(C)C)Cc1c[nH]c2ccccc12	.	-20
COc1ccc(C(=O)NCC(=O)c2ccccc2)cc1	i	-11
COc1cc2nc(CN3CCN(S(=O)(=O)c4cc(C)ccc4C)CC3)[nH]c(=O)c2cc1OC	.	-18
COc1ccccc1CNC(=O)C1=C(C)C(=O)OC12CCC(C)CC2 (stereo not drawn)	i	-39
CCN(CC)c1ccc(-c2nnc(SCC(=O)N(CCOC)c3c(N)n(CC(C)C)c(=O)[nH]c3=O)o2)cc1	i	-26
NS(=O)(=O)c1cccc(NC(=O)COC(=O)C2(c3cccc(F)c3)CCCC2)c1	i	-8
CC(N=C1NS(=O)(=O)c2ccccc21)C(=O)OCC(=O)N(C)C1CCS(=O)(=O)C1 (stereo not drawn)	.	-4
COc1cccc(NS(=O)(=O)c2ccc3c(c2)N(C(C)=O)CCO3)c1	i	-19
CCN1CCN(CCCNC(=O)c2ccc(/C=C3/Sc4ccccc4N(Cc4ccccc4F)C3=O)cc2)CC1	i	-23
C/C=C(\C)C(=O)NCCN1C2=NC[C@@H](Cc3ccccc3)N2C[C@@H]1Cc1ccc(OC)cc1	i	-17

Entries of single compounds, looked up by structure.
Cc1ccc(NS(=O)(=O)c2cccc(C(=O)N(C)Cc3cccs3)c2)cc1 in the list: CHT PAM: i; OX1R antag: -17
COc1ccc(N2CC(C(=O)OCC(=O)NCc3ccccc3)CC2=O)cc1 (stereo not drawn) in the list: CHT PAM: i; OX1R antag: -12
CC(C)CCN1CCN(Cc2cccc3cccnc23)CC1CCO (stereo not drawn) in the list: CHT PAM: i; OX1R antag: -24

(more compounds)
SMILES	CHT PAM	OX1R antag
COc1ccc2nc(SCC(=O)NC3(C#N)CCCCC3)[nH]c2c1	i	-31
CN(CC(=O)Nc1c(Cl)cccc1Cl)C(=O)c1ccc(-n2cncn2)c([N+](=O)[O-])c1	i	-8
CCOC(=O)Cc1csc(NC(=O)CN2CCN(c3ccccc3)CC2)n1	i	-22
C#CCOCCOCCOCCNc1nc(N2CCN(C(=O)[C@H](CCCCN)n3cc([C@@H](N)CO)nn3)CC2)nc(N2CCN(C(=O)[C@H](Cc3cc4ccccc4[nH]3)n3cc([C@@H](N)CO)nn3)CC2)n1	i	4
CC(C)(C)OC(=O)N1CCN(C(=O)c2[nH]cnc2C(=O)Nc2cccc(Cl)c2)CC1	.	10
COc1cc(OC)cc(C(=O)N[C@H](C(=O)Nc2ccc(S(=O)(=O)N(C)C)cc2)C(C)C)c1	i	-12
Cc1ccc(Cl)cc1N1CCN(C(=O)CN2C(=O)c3cccc4cccc2c34)CC1	i	-34
COc1cccc(N2CC(C(=O)Nc3nnc(SCC(=O)N4CCOCC4)s3)CC2=O)c1 (stereo not drawn)	i	-9
CCOC(=O)c1cnc(Nc2nc3ccccc3o2)nc1CSc1nnc(C)s1	i	-26
CCc1ccc(C(=O)C(C)OC(=O)Cn2cnc3c2c(=O)n(C)c(=O)n3C)cc1 (stereo not drawn)	i	-16
N=c1sccn1CC(=O)Nc1ccc(S(=O)(=O)N2CCOCC2)cc1	i	-5
CCOc1ccc(N2CC(C(=O)N3CCCC3)CC2=O)cc1 (stereo not drawn)	i	5
Cn1nc(NC(=O)CC23CC4CC(CC(C4)C2)C3)c2c(F)cccc21	i	-10
CSc1ccc(CN2C(=O)NC3(CCCCCCC3)C2=O)cc1	i	-24
N#CC1(Cc2ccc([N+](=O)[O-])cc2)c2ccccc2C=CN1C(=O)c1ccccc1 (stereo not drawn)	i	-16
Cc1ccc(N2C(=O)c3ccc(C(=O)Nc4cccnc4)cc3C2=O)c(C)c1	i	-25
COc1ccc(N=C(N)N=C(N)N)c(OC)c1	i	1
O=C(CCC1CCCN(C(=O)c2cc3ccccc3o2)C1)NCc1ccc(F)c(F)c1 (stereo not drawn)	i	-24
COc1ccc(-c2nc3c4ccccc4ccn3c2CN2CCCCC2)cc1	i	-14
COc1cccc(-c2ccc(SCC(=O)N3CCOCC3)nn2)c1	i	-13

Filtered by structure, those above with a thiophene ring, fused or not (seven)
SMILES	CHT PAM	OX1R antag
O=S(=O)(NC1=NCCCCC1)c1cccs1	i	-4
Cc1ccc(NS(=O)(=O)c2cccc(C(=O)N(C)Cc3cccs3)c2)cc1	i	-17
O=C(N/N=C/c1ccc(Cl)s1)c1ccccc1[N+](=O)[O-]	i	-24
c1csc(-c2nnc(COc3ncnc4sccc34)o2)c1	i	-6
O=C(NCCc1ccc(Cl)cc1)c1cccs1	i	-10
Cc1cccc(NC(=O)C2CCN(S(=O)(=O)c3cccs3)CC2)c1	i	-24
Cc1ccc(-c2csc3ncnc(N4CCN(C(=O)c5ccccc5)CC4)c23)cc1	i	-22

The results go on:
SMILES	CHT PAM	OX1R antag
CC(=O)c1cn(CC(=O)Nc2c(C)cccc2C)c2ccccc12	i	-5
O=C(Nc1ccc(N2CCOCC2)cc1)c1c(F)cccc1Cl	i	-15
S=c1[nH]nc(-c2cccc(Cl)c2)n1/N=C/c1ccco1	i	-14
COCOc1ccc(-c2cc(=O)c3c(OCOC)cc(OCOC)cc3o2)cc1	i	-2
O=C1CC(c2ccc(F)cc2)CC(O)=C1C=NCCN1CCN(C(=O)Nc2ccccc2)CC1 (stereo not drawn)	i	-39
CC(=O)c1nn(-c2ccc(Cl)cc2)cc1C(=O)c1ccccc1	i	-14
CCc1cc2c3c(c1)C1(C(=O)N3C(C)(C)CC2C)C(C#N)=C(N)N2C(=C1C#N)Nc1ccccc12 (stereo not drawn)	i	-32
COc1cc2cnc(C3=CCCCC3)cc2cc1OC	.	-22
CCc1sc(C(=O)NC2CCN(C)CC2)cc1Br	i	-17
O=CC1=C(N2CCOCC2)/C(=C/c2ccc(Cl)cc2)CC1	i	-15
C=CCc1cccc2cc(C(=O)NC3CCCCC3)c(=O)oc12	i	-43
CCCCCCC(O)(CCN1CCCCC1)c1ccccc1 (stereo not drawn)	i	-24
CCN(CC(=O)NCc1cccs1)S(=O)(=O)c1ccc(F)cc1	i	-8
CCC(=O)Nc1ccc(C(=O)OCC(=O)c2cccs2)cc1	i	-17
CCCc1cc(CNC(=O)C2CCC(=O)N(CCc3cccc(F)c3)C2)on1 (stereo not drawn)	i	-23
CCCN(CCC)CCCNC(=O)CS(=O)Cc1nc(-c2ccc(OC)c(OC)c2)oc1C (stereo not drawn)	i	-12
COc1ccc2[nH]cc(CCNC(=O)Cc3ccc(Cl)cc3)c2c1	i	-25
CC(=O)NC1=NN(C(C)=O)C(C)(CCS(=O)(=O)c2ccc(Cl)c(Cl)c2)S1 (stereo not drawn)	i	-77
CCNS(=O)(=O)c1ccc(NC(=O)Nc2ccccc2OC)cc1	i	-11
CC(=O)c1cccc(NC(=O)c2ccc(S(=O)(=O)N3CCCCC3)cc2)c1	i	-3
CN(C)c1ccnc2sc(C(=O)c3ccccc3)c(N)c12	i	-20
CCCCc1nnc(NC(=O)C=C(C)C)s1	i	-26
Cc1ccccc1NC(=O)c1cccc(S(=O)(=O)N2CCCCC2)c1	i	-15

Screens: PubChem, several laboratories
